DAX1 inh-1: inhibits human nuclear receptor DAX1; P51843; HEK293 Gal4-DAX1 luciferase reporter, luminescence; inhibition, % at 6.75 µM; hit rate 0.99% among 340,000; AID 504766;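 active = inhibition above the mean over all tested compounds plus 3 SD, cut at about 4.2% in these data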;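 note: 0% = DAX1-transfected cells with DMSO and 100% = empty-vector control cells with DMSO; inhibition shows as a rise in luminescence from relieved DAX1 repression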
GAA850 FXN act: activators of GAA850 frataxin (FXN) promoter. HEK293 lucGAA850 FXN promoter luciferase reporter, 24 h; percent of 10 µM SAHA response. activation, % at 6 µM. hit rate 0.56% among 360,000;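 active = activation above the average of all compounds screened plus 3 SD, cutoff fixed separately per campaign, cut at about 7.5% in these data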;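 note: 0% = DMSO wells and 100% = 10 µM SAHA wells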
NPR2 activator: GC-B (human) receptor activation | P20594 | HEK293-GC-B cells, CNP EC30, cGMP TR-FRET; 0% at EC30 CNP, 100% saturating CNP | activation, % at 10 µM | hit rate 0.11% among 370,000 | AID 1920062;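 active = activation at 10 µM reaching about 35% in either raw or pattern-adjusted values, limit read from the data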
Target sequence (P20594 whole entry, looked up): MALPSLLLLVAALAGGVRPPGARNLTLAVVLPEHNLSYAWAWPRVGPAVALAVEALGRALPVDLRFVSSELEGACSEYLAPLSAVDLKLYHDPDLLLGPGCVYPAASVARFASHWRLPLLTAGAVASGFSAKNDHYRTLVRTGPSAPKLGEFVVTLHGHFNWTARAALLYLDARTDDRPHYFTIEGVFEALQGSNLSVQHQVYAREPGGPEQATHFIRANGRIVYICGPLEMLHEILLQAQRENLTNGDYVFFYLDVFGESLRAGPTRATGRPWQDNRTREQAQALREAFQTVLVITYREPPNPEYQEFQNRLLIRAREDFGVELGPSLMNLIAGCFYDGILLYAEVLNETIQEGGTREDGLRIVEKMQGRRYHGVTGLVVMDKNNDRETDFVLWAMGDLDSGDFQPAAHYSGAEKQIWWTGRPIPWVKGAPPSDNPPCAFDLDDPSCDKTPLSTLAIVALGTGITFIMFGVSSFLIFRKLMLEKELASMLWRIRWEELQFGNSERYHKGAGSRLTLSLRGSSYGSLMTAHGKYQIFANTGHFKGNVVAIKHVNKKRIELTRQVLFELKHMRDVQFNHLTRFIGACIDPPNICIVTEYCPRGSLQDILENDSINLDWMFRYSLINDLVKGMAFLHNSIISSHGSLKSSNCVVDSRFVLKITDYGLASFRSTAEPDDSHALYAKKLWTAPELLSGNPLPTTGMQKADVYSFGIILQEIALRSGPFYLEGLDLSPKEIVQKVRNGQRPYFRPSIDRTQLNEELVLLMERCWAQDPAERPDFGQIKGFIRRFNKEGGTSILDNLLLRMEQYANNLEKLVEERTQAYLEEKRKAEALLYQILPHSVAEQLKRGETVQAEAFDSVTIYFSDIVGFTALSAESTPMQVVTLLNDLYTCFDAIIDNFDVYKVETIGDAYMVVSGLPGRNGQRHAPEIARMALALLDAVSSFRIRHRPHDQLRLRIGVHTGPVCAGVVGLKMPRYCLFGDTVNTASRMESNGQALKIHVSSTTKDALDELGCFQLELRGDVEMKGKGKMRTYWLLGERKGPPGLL
ADAM10 inh: ADAM10 inhibition, QFRET primary screen; recombinant ADAM10, EDANS/DABCYL FRET peptide cleavage, 3 h; hit rate 0.62% among 370,000; inhibition, % at 7 µM; AID 720582; O14672;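 active = inhibition above a per-campaign cutoff equal to the mean of compounds falling between control-based bounds plus 3 SD, cut at about 20% in these data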;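 note: 0% = DMSO wells while the 100% control is not disclosed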
GC-A act: GC-A (human) enzyme activation | P16066 | HEK293 GC-A cells, cGMP TR-FRET, EC30 ANP; 0% at EC30 ANP, 100% saturating ANP | activation, % at 10 µM | hit rate 0.14% among 370,000; in the data active = activation above about 40%
ssDAF12 agonist: activates DAF-12 receptor from parasite S. stercoralis; HEK293 ssDAF-12/GRIP1 lit1-tk-luc reporter, luminescence; % of 3 µM dafachronic acid response; activation, % at 6.8 µM; hit rate 1% among 370,000; AID 652126;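 active = activation above the mean over all tested compounds plus 3 SD, cut at about 0.9% in these data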;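 note: 0% = DMSO-only wells and 100% = 3 µM delta7-dafachronic acid wells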
hgDAF-12 ag: agonists of H. glycines DAF-12 nuclear receptor; hit rate 1.8% among 370,000; AID 687014; activation, % at 6.8 µM; HEK293 GAL4-hgDAF12 UAS-luciferase reporter, agonist luminescence; normalized to butyrate control;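 active = activation above a cutoff set at the mean of all screened compounds plus 3 SD, cut at about 10% in these data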;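 note: 0% = DMSO wells and 100% = sodium butyrate wells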
sPLA2-III inh: Inhibits HGIII-sPLA2 liposome hydrolysis, primary screen | Q9NZ20 | QFRET BODIPY PC-A2 liposome hydrolysis, fluorescence | inhibition, % at 12.2 µM | hit rate 0.56% among 370,000 | AID 743126;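 active = inhibition above mean plus 3 SD of compounds lying within the high and low control bounds, cut at about 19% in these data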;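 note: 0% = median of test compound wells and 100% = no enzyme DMSO wells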
hcDAF12 agonist: activates DAF-12 receptor from parasite H. contortus; HEK293 hcDAF-12 lit1-tk-luc reporter, luminescence; 0% DMSO, 100% Δ7-dafachronic acid; activation, % at 6.8 µM; hit rate 1.4% among 370,000; AID 652067;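 active = activation above the mean of all tested compounds plus 3 SD, cut at about 5.5% in these data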;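 note: 100% = response to 3 µM Δ7-dafachronic acid high control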
DAX1 inh-2: DAX1 (NR0B1) inhibition, primary screen; HEK293T StAR-luciferase reporter, SF-1/DAX-1 repression relief; inhibition, % at 6.8 µM; hit rate 1.1% among 370,000; AID 652010;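 active = inhibition above the mean over all tested compounds plus 3 SD, cut at about 3.6% in these data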;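 note: 0% = DAX-1 cells with DMSO and 100% = cells lacking DAX-1 with DMSO; higher inhibition means more luminescence from relief of DAX-1 repression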
SMARCA2 act: increases SMARCA2 function in MMTV reporter cells; MG213 cells, MMTV-luciferase reporter, dexamethasone, overnight; activation, % at 9.1 µM; hit rate 1% among 370,000; AID 652017; in the data active = activation above about 7.8%;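 note: 0% = vehicle wells and 100% = reference activator wells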
* hit, by the source's call; / = not tested or not shown. No enrichment for hits. Share with any hit: about 6.6%.

SMILES	DAX1 inh-1	GAA850 FXN act	NPR2 activator	ADAM10 inh	GC-A act	ssDAF12 agonist	hgDAF-12 ag	sPLA2-III inh	hcDAF12 agonist	DAX1 inh-2	SMARCA2 act
Cc1ccc(OCCn2c(CCNC(=O)c3ccc(F)cc3F)nc3ccccc32)cc1	/	/	-9	14	-6	-0.9	-1.4	-8	-0.6	/	/
CC(O)(c1cccc(F)c1)c1nc(-c2ccc(S(C)(=O)=O)cc2)cs1 (centres undefined)	/	1.5	2	5	0	-1.1	-1.8	-4	-1.7	-4.2	-2
Cc1cc(C)cc(NC(=S)NCc2cccnc2)c1	-0.9	0.0	3	11	2	-1.5	-0.8	4	-1.8	-0.4	6
Cc1cc(N)cc(C)c1-c1c(Br)cc(N)cc1Br	3.4	-1.9	2	6	-4	-1.2	-1.1	3	-0.6	1.1	-3
Cc1nnc(NC(=O)c2ccc3c(c2)C(=O)N(CCC(C)C)C3=O)s1	0.5	-2.4	-6	-4	1	-1.6	-1.4	-5	-0.8	-1.3	2
Cc1nc2c3ccccc3nc(NNC(=O)CCC(=O)NC(C)C)n2n1	-0.1	2.3	4	4	2	-1.4	-0.6	3	-0.5	-0.8	0
Cc1c(NC(=O)C(C)OC(=O)COc2ccc(C#N)cc2)c(=O)n(-c2ccccc2)n1C (centres undefined)	1.8	1.2	2	-6	1	-0.7	0.1	7	1.2	1.3	-2
O=C(COC(=O)c1ccc(O)cc1)Nc1nccs1	2.8	-0.8	-3	-7	2	0.5	4.1	4	0.5	0.4	0
COc1cc(C)ccc1OCc1cc(C(=O)N2CCCCCCC2)no1	1.1	2.7	3	-4	5	0.6	9.0	6	1.7	4.6*	2
CCOc1ccccc1NC(=S)N1CCCc2ccccc21	1.2	0.9	2	12	1	-0.8	0.2	5	1.0	0.0	-3
CCCc1cc(=O)[nH]c2nnc(SCC(=O)Nc3ccc(NC(C)=O)cc3)n12	-0.7	0.2	-1	-9	-2	-0.7	0.4	12	-0.2	0.9	-2
Cc1nc2ccc(S(=O)(=O)NCC(=O)N(C)Cc3ccccc3)cc2s1	-1.2	-1.6	/	5	/	-2.3	-0.9	-2	1.4	0.1	-1

Fetched by structure from above:
SMILES	DAX1 inh-1	GAA850 FXN act	NPR2 activator	ADAM10 inh	GC-A act	ssDAF12 agonist	hgDAF-12 ag	sPLA2-III inh	hcDAF12 agonist	DAX1 inh-2	SMARCA2 act
Cc1c(NC(=O)C(C)OC(=O)COc2ccc(C#N)cc2)c(=O)n(-c2ccccc2)n1C (centres undefined)	1.8	1.2	2	-6	1	-0.7	0.1	7	1.2	1.3	-2
Cc1nc2ccc(S(=O)(=O)NCC(=O)N(C)Cc3ccccc3)cc2s1	-1.2	-1.6	/	5	/	-2.3	-0.9	-2	1.4	0.1	-1

Other compounds:
SMILES	DAX1 inh-1	GAA850 FXN act	NPR2 activator	ADAM10 inh	GC-A act	ssDAF12 agonist	hgDAF-12 ag	sPLA2-III inh	hcDAF12 agonist	DAX1 inh-2	SMARCA2 act
CC(C)C[C@@H](CO)N1CCN(Cc2ccccc2)CCC1=O	0.0	0.8	5	4	2	-0.4	2.0	0	-1.2	-0.1	1
CCOC(=O)c1cc(S(=O)(=O)N(C)Cc2ccccc2)cn1C	0.2	0.6	3	9	2	-1.8	-0.3	4	-2.2	1.5	0
O=C(O)c1ccccc1SCc1cn2ccccc2n1	-2.2	3.1	1	-5	6	-0.9	-1.8	-2	2.5	0.0	-2
O=C(Cn1cnc2cc([N+](=O)[O-])ccc2c1=O)NCCc1ccc(F)cc1	0.0	-2.3	-1	-18	4	-0.8	-1.0	-5	2.0	-0.8	-2
Cn1c(=O)[nH]c(=O)c2c1nc(N1CCCC1)n2CC(O)COc1ccccc1 (centres undefined)	1.6	0.5	-3	-5	-5	-1.3	-5.1	1	-2.7	0.4	1
O=C1NC[C@H](c2ccccc2)N(CCc2cccc3ccccc23)C1=O	-0.3	-2.9	-8	2	-7	-1.2	-1.2	-4	-1.1	-0.1	3
COC(=O)c1ccc(NC(=O)CN(c2ccc(C)cc2)S(=O)(=O)c2c(C)n[nH]c2C)cc1	-0.5	-1.3	-8	11	-3	-1.3	0.1	-40	-1.7	-0.2	-4
CCCCCCn1nc(C(=O)N(CC(C)C)c2c(N)n(CCCC)c(=O)[nH]c2=O)c2ccccc2c1=O	-0.2	-4.2	1	1	-5	-0.5	-3.9	7	-1.4	1.5	-3
CC1CN(C(=O)c2cc([N+](=O)[O-])cc([N+](=O)[O-])c2)CC(C)O1 (centres undefined)	-0.7	0.0	5	2	0	-1.8	-1.9	-1	-0.4	0.2	-2
COc1cc(C#Cc2c(-c3cncn3C)n(C)c3ccc(-c4ccc5cc[nH]c5c4)cc23)cc(OC)c1	0.2	1.8	-9	-212	-1	-0.1	2.8	-6	0.5	-0.8	0
CCN(CC(=O)Nc1ccc(C(=O)OC)cc1)Cc1ccccc1	-0.5	-2.0	3	-12	-2	-1.7	1.4	3	1.7	-0.9	-2
CCCCNC(=S)Nc1ccc2[nH]c(=O)[nH]c2c1	-0.3	2.1	0	1	-3	-1.4	-1.5	4	-1.5	-1.0	-3
COc1ccc(NC(=O)N2CCn3c2nc2ccccc23)cc1	1.9	3.1	-13	12	4	0.8	4.6	9	4.3	-0.3	2
O=C(c1cn(-c2ccccc2)nc1-c1ccccc1)N1CCN(c2ccccn2)CC1	0.7	-0.3	2	4	-3	-1.8	0.6	-13	-1.5	0.7	0
C=CCOC(=O)C(C#N)c1nc2ccccc2nc1N1CCC(C(=O)OCC)CC1 (centres undefined)	-0.7	3.4	6	-9	7	-0.4	-0.8	1	-0.7	0.5	-2
CC1CCN(c2ccc(C(=O)O)cc2NS(=O)(=O)c2ccc(C(C)(C)C)cc2)CC1	/	/	-8	-10	1	-0.5	-3.6	-37	-1.8	-0.8	-1
c1ccc(CCCNCC2COc3ccccc3O2)cc1 (centres undefined)	0.1	-0.6	-5	2	-2	-0.8	-2.3	-8	1.9	0.1	-3
O=c1[nH][nH]c(=O)c2cc(N3CCCC3)ccc12	0.5	-1.1	/	-130	/	-1.7	2.7	8	-1.6	0.3	0
Cc1ccn2c(=O)c(C(=O)NCCN3CCOCC3)c(O)nc2c1	-0.1	1.0	-3	-48	-1	-1.1	-0.7	4	-1.2	0.2	-2
O=C(NCc1ccccc1)c1ccc(-c2ccc(F)cc2)o1	-1.2	3.8	1	-15	4	-0.2	3.2	2	2.3	-0.4	-1
O=C(N/N=C/c1ccc([N+](=O)[O-])o1)c1cccc(S(=O)(=O)N2CCOCC2)c1	-1.5	0.1	-2	-3	-5	-1.5	0.1	0	-1.0	-1.9	0
Cc1cccc(NC(=O)C2CC(=O)NC(Nc3nc4ccccc4s3)=N2)c1 (centres undefined)	/	/	-8	-4	-13	-1.2	-1.0	6	-1.0	0.4	-5
COCCNC(=O)CSc1nc2ccccc2c(=O)n1CC1CCCO1 (centres undefined)	0.6	-1.5	5	2	0	-1.9	1.0	8	-1.5	-0.2	-5
O=C(COC(=O)C1(c2ccc(F)cc2)CCCC1)N1CCN(C(=O)c2ccco2)CC1	-1.0	2.1	1	-6	-1	-1.1	-2.0	-1	-2.1	0.8	-1
Cc1ccccc1CSc1nnc(-c2ccccn2)n1C	/	1.7	1	-41	1	0.3	7.3	-4	2.4	1.2	6
COc1ccc(-c2nnn(CC(=O)NC(=O)NC3CCCCC3)n2)cc1OC	0.9	0.9	-4	-2	-7	-1.6	2.1	-3	-0.2	-0.3	4
NC(=O)c1ccc(NC(=O)COc2ccc([N+](=O)[O-])cc2Cl)cc1	-1.5	0.8	-6	3	-1	-1.5	-3.0	-1	-1.2	0.1	-1
O=C(Nc1ccccc1)C1CCN(S(=O)(=O)c2ccc3c(c2)OCCO3)CC1	-1.1	0.5	-7	-3	-3	-1.2	-2.0	1	-1.5	-1.0	-3
Cc1ccc(CNC(=O)Cn2cccc2)cc1	0.8	2.4	0	-3	2	-0.4	0.3	0	1.4	0.2	-4
COc1ccccc1C(=O)Nc1nnc(-c2ccc(Cl)cc2)o1	0.7	-0.7	-2	-8	-2	-1.1	2.0	-4	1.4	1.4	-1
O=[N+]([O-])c1ccccc1S(=O)(=O)N1CCN(Cc2cc3c(cc2O)OCO3)CC1	-0.8	0.3	-3	3	-1	-1.1	-0.1	5	-1.0	-0.6	2
O=C(COC(=O)c1ccccc1F)Nc1cc(S(=O)(=O)N2CCOCC2)ccc1N1CCCC1	-0.2	0.9	-4	-7	-2	-1.2	-1.6	-2	-0.1	0.5	1
COc1cc(C(=O)Nc2nc3ccc4nc(C)sc4c3s2)cc(OC)c1OC	-0.6	-0.8	0	-1	1	-0.3	3.0	2	1.1	0.6	-4
CCN(CC)CCn1c2ccc(F)cc2c2nc(C)sc21	0.5	2.7	-5	-6	2	-1.0	1.8	3	2.8	0.5	4
CCC(c1ccccc1)C(CC)c1cc(O)c(O)c(O)c1 (centres undefined)	0.8	1.7	-1	3	1	-1.4	2.1	-13	4.1	-0.5	1
Cc1sc(NC(=O)C2CCCCC2)c(C#N)c1-c1ccccc1	1.0	4.5	-2	0	1	-0.8	5.8	2	-0.1	2.6	6
COC(=O)C(=O)C/C(=N/Nc1ncnc2ccccc12)c1ccc(Cl)cc1	-0.8	4.8	-3	-30	3	0.1	0.1	-9	3.5	0.3	0
C=CCCCCCCCCc1nc(SCC(C)=O)n[nH]1	0.6	1.0	2	2	5	-1.9	-3.8	-41	-1.8	0.0	0
CCN1C(=O)CC(N2CCC(Nc3ccc(OC)cc3)CC2)C1=O (centres undefined)	0.2	0.8	-2	-1	1	-1.1	-0.3	1	0.6	-0.4	-1
Cc1ccc(C(=O)CNc2cccc([N+](=O)[O-])c2)cc1	2.5	2.7	-2	2	0	-0.3	7.8	0	3.3	0.0	11*
CC(C)CN(C(=O)COC(=O)CCCc1nc2ccccc2s1)c1c(N)n(Cc2ccccc2)c(=O)[nH]c1=O	0.6	-0.8	4	-10	-1	-0.8	-1.1	5	0.3	0.4	1
Cc1nc(-c2ccc(S(=O)(=O)N3CCN(C(c4ccccc4)c4ccccc4)CC3)s2)cs1	-0.3	2.2	-1	-3	-6	-1.0	3.1	1	0.6	0.3	-1
Cc1cccc(S(=O)(=O)NC(=O)C2(C)CCN2C(=O)C2(c3ccc(Cl)cc3)CCC2)c1 (centres undefined)	/	1.4	0	1	2	-0.4	5.1	-20	0.2	-1.2	-2
COC(=O)C1=C(O)/C(=C/c2ccc(OCC(=O)Nc3ccc(OC)cc3)cc2)N=C1C	0.6	1.6	-5	-17	-7	-1.2	1.3	-4	-1.2	0.1	-3
CC(C)(C)N(NS(=O)(=O)c1ccc(F)cc1)c1ccccc1	-0.2	-0.5	2	3	1	-1.1	2.6	-5	0.7	0.2	0
Cc1ccc(/C=N/NC(=O)c2cccc(S(=O)(=O)N3CCOCC3)c2)o1	-0.8	0.5	4	5	1	-1.0	1.8	4	-0.9	-0.4	0
CC(C)Cc1cc(C(=O)Nc2sc3c(c2C#N)CCC3)no1	0.3	2.2	2	0	0	-1.2	-0.5	9	0.2	0.0	-1
COc1cc(C(=O)NCC(=O)N2CCN(S(=O)(=O)c3ccccc3C(F)(F)F)CC2)cc(OC)c1OC	-0.2	-0.6	3	-5	-6	-1.7	-3.1	-6	-0.1	0.0	-1

Screening results (PubChem BioAssay)
